STAT1 blocker: reduces IFN-gamma driven STAT1 reporter signal; AID 920; NIH 3T3 STAT1-luciferase reporter, luminescence; inhibition, % at 5.5 µM; hit rate 0.35% among 200,000;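 active means inhibition above a set limit, the mean inhibition across all tested compounds plus 3 SD, cut at about 34% in these data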;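 further: 0% = IFN-gamma with DMSO and 100% = IFN-gamma with 300 µM nifuroxazide; values of inactives mirror those of a sister screen read the other way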
APP 5'UTR act: APP 5'UTR luciferase reporter activation. SH-SY5Y APP 5'UTR luciferase reporter, luminescence; zero percent = DMSO vehicle wells. activation, % at 2 µM. hit rate 1% among 190,000. AID 1276;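 active means activation above a set limit, based on mean plus 3 SD of controls, cut at about 140% in these data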; further: values of inactives mirror those of a sister screen read the other way
STAT3 blocker: STAT3 signaling inhibition; U3A cells, IL-6 STAT3-luciferase reporter, luminescence; host cell line lacks STAT1; inhibition, % at 5.5 µM; hit rate 0.89% among 190,000;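 active means inhibition above the mean inhibition across all screened compounds plus 3 SD, cut at about 44% in these data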;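 further: 0% = DMSO only wells and 100% = 100 µM nifuroxazide control wells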
FLuc inh counter: inhibits firefly luciferase, flagging false hits in luciferase inhibition screens. P08659. ATPLite firefly luciferase biochemical luminescence, 10 min. inhibition, % at 10 µM. hit rate 1.5% among 200,000;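 active means inhibition above about 50% when tested at 10 µM, limit read from the data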
Target sequence (P08659 whole entry, looked up): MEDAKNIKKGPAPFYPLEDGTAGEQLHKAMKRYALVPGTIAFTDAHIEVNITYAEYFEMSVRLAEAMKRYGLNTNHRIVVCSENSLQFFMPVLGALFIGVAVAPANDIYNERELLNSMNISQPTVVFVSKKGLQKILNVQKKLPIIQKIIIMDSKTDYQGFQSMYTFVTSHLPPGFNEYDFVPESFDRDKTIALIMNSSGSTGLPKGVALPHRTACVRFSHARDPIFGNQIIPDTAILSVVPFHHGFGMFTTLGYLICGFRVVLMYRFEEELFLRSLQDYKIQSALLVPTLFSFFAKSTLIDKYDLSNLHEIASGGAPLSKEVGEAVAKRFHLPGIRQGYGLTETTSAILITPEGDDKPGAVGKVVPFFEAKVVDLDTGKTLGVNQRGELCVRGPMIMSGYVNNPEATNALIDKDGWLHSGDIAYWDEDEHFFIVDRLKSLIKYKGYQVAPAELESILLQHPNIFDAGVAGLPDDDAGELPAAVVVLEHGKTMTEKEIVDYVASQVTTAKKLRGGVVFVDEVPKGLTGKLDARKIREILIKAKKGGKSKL
STAT3 activator: increases IL-6 driven STAT3 reporter signal | hit rate 0.91% among 190,000 | activation (% of control), % at 5.6 µM | U3A cells, IL-6 STAT3-luciferase reporter, luminescence; 100% = signal with IL-6 EC80 alone | AID 871;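 active means activation above the screen-wide mean of compound activation plus 3 SD, cut at about 130% in these data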;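 further: 0% = background luminescence of wells with medium and substrate only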
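Test system: Human STAT1-deficient U3A cells with stable STAT3-luciferase reporter | Also added: Interleukin-6, 33 ng/mL | Timing: Compound pre-incubation 1 h before IL-6, then 6 h stimulation at 37 °C | Technique: Luciferase reporter luminescence | Read-out: Percent of IL-6-only median luminescence | Benchmarks: IL-6-only wells as 100% reference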
APP transl inh: APP translation inhibition | SH-SY5Y APP 5'UTR-luciferase reporter, luminescence | inhibition, % at 2 µM | hit rate 0.82% among 190,000 | AID 1285;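 active means inhibition above a set limit, derived from the sample mean plus 3 SD, cut at about 45% in these data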; further: values of inactives mirror those of a sister screen read the other way
FLuc act counter: firefly luciferase counter-screen for stimulation assays; P08659; ATPlite luciferase biochemical, luminescence, 10 min; 0 = ATP-free wells, 1 = DMSO control; activation factor at 10 µM; 200,000 tested, under 10 active;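 active means luciferase activation factor, scaled between plate controls, of at least 2 with compound at 10 µM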
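Assay system: Luciferase/luciferin reagent mix; Medium: PBS as buffer for the ATP substrate; Dosing: test compounds dosed from 2 mM stocks in 100% DMSO; Times: 10 min, room temperature; Signal: luminescence from luciferase reaction; Read-out: luciferase activation; Controls: No-ATP low control, compound-free enzyme-plus-ATP high control.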
STAT1 activator: activators of IFN-gamma induced STAT1 signaling | hit rate 2.6% among 200,000 | NIH 3T3 STAT1-luciferase reporter, luminescence; 100% = IFN-gamma alone, no compound | AID 932 | activation (% of control), % at 5.5 µM;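 active means activation above the screen-wide mean activation plus 3 SD, cut at about 130% in these data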;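 further: raw ratio to IFN-gamma control signal so 100% means no change and 0% no light; values of inactives mirror those of a sister screen read the other way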
ROMK primary: modulates human ROMK potassium channel activity; P48048; Tet-inducible ROMK, thallium flux fluorescence; actives lie on both sides; B-score at 10 µM; hit rate 2% among 130,000; AID 1918;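 active means signal ratio slope over the read window, or its plate-corrected B-score, at least 3 SD from the plate mean, either direction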;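 further: B-score of the F/F0 ratio slope over 7 to 12 s after thallium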
Target sequence (P48048 whole entry, looked up): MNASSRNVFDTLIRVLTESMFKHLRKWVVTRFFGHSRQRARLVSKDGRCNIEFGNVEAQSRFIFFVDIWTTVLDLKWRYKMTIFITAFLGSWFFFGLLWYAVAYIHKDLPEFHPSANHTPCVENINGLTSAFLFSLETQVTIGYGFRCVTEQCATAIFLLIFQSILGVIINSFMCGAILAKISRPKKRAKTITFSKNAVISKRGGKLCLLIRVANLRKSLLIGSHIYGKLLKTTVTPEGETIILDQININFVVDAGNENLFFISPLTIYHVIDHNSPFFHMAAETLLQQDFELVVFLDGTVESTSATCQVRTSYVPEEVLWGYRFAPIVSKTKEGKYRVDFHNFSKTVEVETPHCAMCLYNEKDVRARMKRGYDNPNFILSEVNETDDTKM
NF-kB expr up: NF-kB expression increase, human neuronal cells; NF-kB reporter expression; stronger effect = higher value; hit rate 1.6% among 190,000; fold change at 12.5 µM; in the data active means fold change above about 3.3
Starred values were filed as active, the others as inactive; . = no result given.

SMILES	STAT1 blocker	APP 5'UTR act	STAT3 blocker	FLuc inh counter	STAT3 activator	APP transl inh	FLuc act counter	STAT1 activator	ROMK primary	NF-kB expr up
COC(=O)c1cccc(NC(=O)c2cccnc2)c1	5.7	-20.8	-1.8	-7.6	105.1	20.8	1.1	94.8	.	0.87
N#CC(C#N)=C1C=CC=CN1/C(=C\c1ccco1)C(=O)c1ccccc1	-18.3	-96.1	-3.4	-2.9	103.0	96.1*	1	116.0	-6.04*	1.23
O=C(NCc1ccccn1)c1nn(-c2ccccc2)c(=O)c2ccccc12	4.0	-9.1	-1.0	-1.3	104.8	9.1	1	93.5	0.0362	1.21
COc1ccc(NS(=O)(=O)/C=C/c2ccccc2)cc1	0.9	-11.7	12.4	-1.5	96.2	11.7	1	99.2	-1.56	0.97
CC(C)NC(=O)Nc1ccc(Br)cc1Cl	1.3	-8.1	38.6	-5.0	70.1	8.1	1.1	97.2	0.484	1.16
O=C(c1cccnc1)C1CCCN(Cc2nc(Cc3ccccc3)no2)C1 (configuration not stated)	8.9	-1.0	1.9	0.3	102.8	1.0	1	90.4	.	0.95
CCc1ccc(-n2cc(-c3ccc([N+](=O)[O-])cc3)[nH]c2=S)cc1	-9.5	9.5	4.8	1.9	94.8	-9.5	1	108.7	0.133	1.19
CCn1ccc(C(=O)Nc2c(C)nn(Cc3c(F)c(F)c(F)c(F)c3F)c2C)n1	-4.2	-1.1	-0.7	-7.0	101.6	1.1	1.1	103.4	0.151	1.24
O=C(CSc1ccccc1)Nc1cccc(S(=O)(=O)N2CCCC2)c1	0.9	-7.0	-10.8	-0.8	104.6	7.0	1	99.2	.	1.11
COC(=O)c1cc2oc(C)cc2n1CC(=O)Nc1ccc(OC)c(OC)c1OC	-2.9	5.8	2.2	-2.4	101.4	-5.8	1	102.7	.	1.21
C#CC(C)(CC)NC(=O)c1cc2cccc(CC=C)c2oc1=O (configuration not stated)	2.8	17.8	4.8	2.0	97.1	-17.8	1	96.1	0.686	0.84
N#CC1=C(N)Oc2ccc3ccc(O)cc3c2C1c1ccsc1 (configuration not stated)	-2.3	-22.0	-3.5	-2.3	99.3	22.0	1	102.1	.	0.75
CCN(CCNC(=O)C1CCC(=O)N1Cc1ccc(C)cc1)c1ccccc1 (configuration not stated)	1.1	-0.3	1.1	-3.2	101.0	0.3	1	97.5	1.05	1.17
CC(=O)c1c(C)[nH]c(C(=O)COC(=O)c2cc(S(=O)(=O)N(C)c3ccccc3)ccc2Cl)c1C	7.6	3.6	-0.3	-4.5	98.4	-3.6	1	93.3	-0.394	0.5
CC1=CN2C(=N)/C(=C/c3ccc(Sc4ccc(C)cc4)o3)C(=O)N=C2S1	-8.0	-13.2	-10.1	-3.2	109.5	13.2	1	106.9	0.0756	1.35
O=C(O)/C=C/C(=O)Nc1ccc(OC(F)(F)Cl)cc1	-2.7	-2.7	10.9	1.0	96.3	2.7	1	101.6	-0.101	1.07
COC(=O)CNC(=O)Cn1cnc2sc(C)c(S(=O)(=O)N3CCC(C)CC3)c2c1=O	12.1	6.7	2.1	-4.8	101.2	-6.7	1	88.9	.	0.95
Cc1ccc(N(C(=O)CCC(=O)Nc2cc(C)on2)C(C(=O)NC2CCCC2)c2ccccc2)cc1 (configuration not stated)	-1.9	-5.3	-3.1	-2.4	105.7	5.3	1	99.8	.	1.17
O=C(O)C1=C[C@H](c2coc3ccccc3c2=O)C[C@H](OCCCCO)O1	-2.2	-8.0	.	-6.0	.	8.0	1.1	103.5	.	1.36
CC1CC(C)CN(C(=O)C2CCCN(S(=O)(=O)c3cccc4nonc34)C2)C1 (configuration not stated)	-3.8	-1.8	5.4	-2.8	95.5	1.8	1	107.1	-0.182	1.2
Cc1cc(NS(=O)(=O)c2ccc(NC(=O)CSc3nc4sc(C(=O)O)c(C)c4c(=O)[nH]3)cc2)no1	-4.5	9.4	-7.1	-3.3	107.5	-9.4	1	102.8	-0.0829	1.1
Cc1c(C(=O)Nc2ccc(S(=O)(=O)NCC3CCCO3)cc2)cccc1[N+](=O)[O-] (configuration not stated)	14.1	-12.5	18.9	-2.4	87.7	12.5	1	85.8	-1.46	.
CC(Sc1nc2cc([N+](=O)[O-])ccc2n1-c1ccc(F)cc1)C(=O)NCc1ccc2c(c1)OCO2 (configuration not stated)	2.8	-1.1	-6.9	-2.9	106.5	1.1	1	97.5	-0.525	1.06
CCOc1cc(S(=O)(=O)NCCc2ccc(OC)c(OC)c2)c(OCC)cc1-n1cnnn1	4.4	-4.0	3.4	-8.4	102.2	4.0	1.1	96.0	0.265	0.96
COc1ccc(N/N=C(C)/C(=N/O)C(=O)Nc2ccccc2)cc1	7.2	8.6	3.0	17.4	104.1	-8.6	0.8	92.9	0.13	0.84
CN(C(=O)COC(=O)c1ccc2c(c1)OCO2)C1CCS(=O)(=O)C1 (configuration not stated)	-0.3	-6.6	-4.2	0.3	105.3	6.6	1	100.3	-0.414	1.08
CC(C)N1CCN(Cc2cccn2-c2nccs2)CC1CCO (configuration not stated)	0.9	10.0	7.7	-4.4	98.5	-10.0	1	99.5	0.469	.
CCCOc1cccc(OCCSc2nc(C)cc(=O)[nH]2)c1	-0.4	-1.6	-1.3	-4.1	103.4	1.6	1	100.4	-1.16	2.19
C#CCNC(=O)C1=C[C@H](c2ccc3c(c2)OCO3)[C@@H](CCCO)[C@H](OCC)O1	8.6	14.0	.	-6.3	.	-14.0	1.1	93.4	.	1.15
CC(=O)Nc1ccccc1NS(=O)(=O)c1ccccc1[N+](=O)[O-]	-1.5	17.9	16.3	3.8	88.0	-17.9	1	99.6	-0.137	1.11

Filtered by structure, the compounds so far with an aryl thioether with sulfur outside any ring.
SMILES	STAT1 blocker	APP 5'UTR act	STAT3 blocker	FLuc inh counter	STAT3 activator	APP transl inh	FLuc act counter	STAT1 activator	ROMK primary	NF-kB expr up
O=C(CSc1ccccc1)Nc1cccc(S(=O)(=O)N2CCCC2)c1	0.9	-7.0	-10.8	-0.8	104.6	7.0	1	99.2	.	1.11
CC1=CN2C(=N)/C(=C/c3ccc(Sc4ccc(C)cc4)o3)C(=O)N=C2S1	-8.0	-13.2	-10.1	-3.2	109.5	13.2	1	106.9	0.0756	1.35
Cc1cc(NS(=O)(=O)c2ccc(NC(=O)CSc3nc4sc(C(=O)O)c(C)c4c(=O)[nH]3)cc2)no1	-4.5	9.4	-7.1	-3.3	107.5	-9.4	1	102.8	-0.0829	1.1
CC(Sc1nc2cc([N+](=O)[O-])ccc2n1-c1ccc(F)cc1)C(=O)NCc1ccc2c(c1)OCO2 (configuration not stated)	2.8	-1.1	-6.9	-2.9	106.5	1.1	1	97.5	-0.525	1.06
CCCOc1cccc(OCCSc2nc(C)cc(=O)[nH]2)c1	-0.4	-1.6	-1.3	-4.1	103.4	1.6	1	100.4	-1.16	2.19

Back to the main list; the 2 compounds before the break are reprinted first.
SMILES	STAT1 blocker	APP 5'UTR act	STAT3 blocker	FLuc inh counter	STAT3 activator	APP transl inh	FLuc act counter	STAT1 activator	ROMK primary	NF-kB expr up
C#CCNC(=O)C1=C[C@H](c2ccc3c(c2)OCO3)[C@@H](CCCO)[C@H](OCC)O1	8.6	14.0	.	-6.3	.	-14.0	1.1	93.4	.	1.15
CC(=O)Nc1ccccc1NS(=O)(=O)c1ccccc1[N+](=O)[O-]	-1.5	17.9	16.3	3.8	88.0	-17.9	1	99.6	-0.137	1.11
COCC(=O)N1CCN(c2cccc(C(F)(F)F)c2)CC1	4.2	-15.2	1.0	-10.6	102.1	15.2	1.1	94.2	.	1.08
CC1CCN(c2cc(N3CCOCC3)c(F)cc2[N+](=O)[O-])CC1	-4.9	-1.3	-6.9	-5.2	114.9	1.3	1.1	104.4	.	1.21
COc1ccc(/C=N/N=C2\SC(CC(=O)O)C(=O)N2c2ccccc2)cc1 (configuration not stated)	-7.9	-8.7	-10.6	-2.9	106.7	8.7	1	107.0	-2.34	1
CN(Cc1ccccc1)C(=O)c1cccc(N2C(=O)NC3CC2(C)Oc2ccccc23)c1 (configuration not stated)	-3.1	3.8	-0.6	-11.0	102.7	-3.8	1.1	102.7	.	0.78
c1ccc(-c2ccc(-c3ccccn3)nn2)nc1	-13.2	107.3	51.0*	59.7*	60.9	-107.3	0.4	113.8	.	2.21
COc1ccc(-n2nc(C(=O)NCC(=O)NCC3COc4ccccc4O3)c3ccccc3c2=O)cc1 (configuration not stated)	-0.1	-2.1	10.0	-2.1	93.5	2.1	1	97.8	0.849	0.52
O=C(NCCOc1ccccc1)c1ccc2c(c1)OCO2	19.4	120.3	76.3*	50.8*	39.3	-120.3	0.5	82.8	.	1.4
Cc1ccccc1-n1nc(C)c2cc(C(=O)N3CCN(S(=O)(=O)c4ccc(Cl)cc4)CC3)sc21	1.2	24.0	-6.7	-4.8	109.6	-24.0	1	98.9	.	0.73
CN(Cc1ccccc1)Cc1nc2scc(-c3ccccc3)c2c(=O)[nH]1	0.3	38.1	14.0	-1.3	92.3	-38.1	1	99.4	-0.637	1.1
O=C1CC(N2CCCN(C3CC(=O)N(c4ccc(F)cc4)C3=O)CC2)C(=O)N1c1ccc(F)cc1 (configuration not stated)	-10.6	-2.6	8.7	-5.6	96.8	2.6	1.1	109.8	.	1.12
Cc1occc1-c1n[nH]c(=S)n1CC(C)C	2.0	7.4	8.3	2.9	95.6	-7.4	1	97.7	.	1.08
COc1cc(CN2CCC(CO)(CCOc3ccccc3)CC2)cc(OC)c1OC	2.9	-19.9	3.2	-2.0	99.2	19.9	1	95.6	-1.95	1.03
CCn1nc(CCC(=O)O)c2ccccc2c1=O	-2.8	-11.0	-3.5	-6.7	106.1	11.0	1.1	102.6	-0.445	1.25
CCOC(=O)C(C)Sc1ncnc2nc[nH]c12 (configuration not stated)	-3.4	9.1	-2.8	-2.2	105.0	-9.1	1	103.1	.	1.18
CC(C)CNS(=O)(=O)c1ccc(CCC(=O)Nc2ccc3c(c2)OCCO3)cc1	-6.1	10.2	5.3	-5.5	101.0	-10.2	1.1	105.5	-0.232	1.04
NS(=O)(=O)c1ccc(S(=O)(=O)N2CCCC2)cc1	-4.0	4.8	-15.6	-4.2	110.1	-4.8	1	103.7	-0.286	1.25
CCCC(=O)Nc1cc(OC)c(NC(=O)NC2CCCCC2)cc1OC	2.9	9.4	2.2	5.7	102.8	-9.4	0.9	97.4	.	1.18
Cc1cc(C)n2nc(CC(=O)NC3CCCC(C)C3C)nc2n1 (configuration not stated)	2.1	17.2	8.2	-5.6	101.5	-17.2	1.1	98.0	.	1.07
Nc1cc(Cl)ccc1Oc1ccc2ccccc2c1	-13.9	18.1	-24.6	-2.7	118.7	-18.1	1	112.8	-0.00248	2.79

Hits appear at their usual frequency, and some 7.1% of all compounds hit somewhere here.
